FBA Mtb inh – inhibits M. tuberculosis FBA enzyme. purified M. tuberculosis FBA, fluorescence read-out. inhibition, % at 1 µM. hit rate 2.3% among 360,000; in the data active = inhibition above about 27%;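 note: 0% = vehicle and 100% = reference inhibitor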
Target sequence (P9WQA3 whole entry, looked up): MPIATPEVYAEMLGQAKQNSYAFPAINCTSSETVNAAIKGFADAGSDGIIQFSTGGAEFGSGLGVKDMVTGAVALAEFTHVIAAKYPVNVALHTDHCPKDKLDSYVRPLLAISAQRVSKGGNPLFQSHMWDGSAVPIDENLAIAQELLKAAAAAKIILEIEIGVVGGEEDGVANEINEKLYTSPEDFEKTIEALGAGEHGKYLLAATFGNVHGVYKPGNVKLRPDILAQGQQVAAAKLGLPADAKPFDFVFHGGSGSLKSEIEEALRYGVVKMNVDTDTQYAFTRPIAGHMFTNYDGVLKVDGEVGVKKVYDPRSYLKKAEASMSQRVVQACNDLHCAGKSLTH
Mtb BioA inh – inhibitors of Mycobacterium tuberculosis BioA enzyme; purified M. tuberculosis BioA enzyme, plate reader; inhibition, % at 9.99 µM; hit rate 0.096% among 360,000; AID 602481; in the data active = inhibition above about 40%; inconclusive = no clear call, values can overlap the other calls
UGM FP inh – inhibitors of M. tuberculosis UDP-galactopyranose mutase | purified UGM, fluorescence polarization probe displacement | hit rate 0.06% among 320,000 | inhibition, % at 10 µM | P9WIQ1; in the data active = inhibition above about 10%, passing the limit was not always enough; inconclusive = no clear call, values can overlap the other calls
PfHsp40 rescue – restores yeast growth despite PfHsp40 toxicity; S. cerevisiae expressing PfHsp40, growth rescue, ATP luminescence; growth rescue, % at 12.5 µM; hit rate 0.68% among 340,000; in the data active = growth rescue above about 28%, passing the limit was not always enough; inconclusive = no clear call, values can overlap the other calls;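 note: yeast W303a lacking pdr1 and pdr3 grown in galactose medium; growth measured after three days at 30 °C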
GDH-TPI inh – inhibits GDH-TPI coupling enzymes, artifact for Mtb FBA screen; GDH-TPI coupled enzyme counterscreen, NADH absorbance; hit rate 1.2% among 360,000; inhibition, % at 4.8 µM; in the data active = inhibition above about 30%;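 note: 0% = DMSO wells and 100% = wells lacking the enzyme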
FadD28 FP inh – M. tuberculosis FadD28 bisubstrate binding inhibition. AID 588549. inhibition, % at 12.5 µM. hit rate 0.22% among 360,000. FadD28 bisubstrate probe binding, fluorescence polarization; in the data active = inhibition above about 8.5%, passing the limit was not always enough; inconclusive = no clear call, values can overlap the other calls
Anthrax LF inh2 – blocks Bacillus anthracis lethal factor protease; P15917; inhibition, % at 10 µM; multiplex microsphere protease cleavage assay, LF; AID 588501; hit rate 0.12% among 360,000; note: plate controls were buffer without enzyme for full effect and enzyme alone for no effect
Target sequence (P15917 whole entry, looked up): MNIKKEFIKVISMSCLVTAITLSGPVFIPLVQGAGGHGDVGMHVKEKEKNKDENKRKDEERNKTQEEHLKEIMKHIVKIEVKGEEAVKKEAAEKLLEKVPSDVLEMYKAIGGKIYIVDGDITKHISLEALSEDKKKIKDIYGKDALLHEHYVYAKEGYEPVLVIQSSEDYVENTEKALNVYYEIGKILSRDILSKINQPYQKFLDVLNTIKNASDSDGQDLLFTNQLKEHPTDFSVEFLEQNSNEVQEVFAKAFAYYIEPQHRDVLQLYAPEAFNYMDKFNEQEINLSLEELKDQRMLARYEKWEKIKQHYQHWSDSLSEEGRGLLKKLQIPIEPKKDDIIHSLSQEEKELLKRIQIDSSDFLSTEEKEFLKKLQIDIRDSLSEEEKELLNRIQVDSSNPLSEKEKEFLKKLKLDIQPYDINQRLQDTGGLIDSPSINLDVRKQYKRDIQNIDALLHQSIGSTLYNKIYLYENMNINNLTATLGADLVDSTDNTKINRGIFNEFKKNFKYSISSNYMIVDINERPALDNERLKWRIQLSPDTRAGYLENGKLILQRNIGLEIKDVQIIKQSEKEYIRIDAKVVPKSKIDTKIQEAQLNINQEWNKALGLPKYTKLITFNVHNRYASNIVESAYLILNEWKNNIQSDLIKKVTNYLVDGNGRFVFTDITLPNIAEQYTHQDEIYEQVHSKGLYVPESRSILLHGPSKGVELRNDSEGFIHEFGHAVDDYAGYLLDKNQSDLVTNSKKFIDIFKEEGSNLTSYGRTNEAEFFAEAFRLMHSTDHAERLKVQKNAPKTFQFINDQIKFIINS
BoNT A protease – inhibitors of Botulinum neurotoxin A light chain protease; multiplex microsphere protease substrate cleavage, flow cytometry; inhibition, % at 10 µM; hit rate 0.17% among 360,000; note: plate controls were buffer without enzyme for full effect and enzyme alone for no effect
BoNT F protease – BoNT F light chain protease inhibition. AID 588497. Multiplex microsphere protease cleavage assay, flow cytometry. inhibition, % at 10 µM. hit rate 0.22% among 360,000; in the data active = inhibition above about 35%, passing the limit was not always enough; inconclusive = no clear call, values can overlap the other calls; note: plate controls were buffer without enzyme for full effect and enzyme alone for no effect
* = called active by the depositor; ? = inconclusive; . = no result given. Cut-off read from the data, not from the text of the source, unless noted: active = inhibition above about 30%; inconclusive = no clear call, values can overlap the other calls; inactive = below that. Rows are unselected (roughly 4.7% active in at least one column).

SMILES	FBA Mtb inh	Mtb BioA inh	UGM FP inh	PfHsp40 rescue	GDH-TPI inh	FadD28 FP inh	Anthrax LF inh2	BoNT A protease	BoNT F protease
COc1cccc(NCc2nnc(SCC(=O)N(C)C3CCS(=O)(=O)C3)n2C2CCCCC2)c1 (configuration not stated)	-3	0.6	3.2	1.4	-1	-0.2	-1	-0.2	4
O=C1CSC(c2ccncc2)N1Cc1ccccc1 (configuration not stated)	0	.	-0.3	0.6	3	0.4	-8	-1.1	-7
O=C(O)CCCC(=O)Nc1cccc(-c2nc3ccccc3[nH]2)c1	17	1.3	-1.0	3.2	-1	-1.2	3	-0.4	-3
CN(Cc1ccccc1)C(=O)c1ccc(NC(=O)c2ccccc2)cc1	2	4.0	-1.6	2.5	3	-0.8	3	-0.6	0
CCOc1cc(N2CCOCC2)c(OCC)cc1NC(=O)COC(=O)CCOc1ccc(C(C)(C)C)cc1	-3	-5.4	0.4	-0.7	-4	-2.6	-5	1.2	4
O=c1c2c(-c3ccccc3)csc2ncn1/N=C/c1c2ccccc2cc2ccccc12	2	-3.7	2.1	1.1	13	0.5	5	1.8	-3
COc1cc(/C=N/NC(=O)c2cc[n+]([O-])cc2)cc(OC)c1OC	-3	-0.1	1.8	-1.2	39*	-2.5	-8	-2.7	-16
Cc1oc(=O)c(NC(=O)c2ccccc2)cc1C(C)O (configuration not stated)	3	.	-1.1	-1.1	14	1.4	1	-0.6	-2
CC(=O)N1CCN(S(=O)(=O)c2ccc(Cl)cc2F)CC1	-1	-0.6	-3.6	-0.2	4	-0.3	-5	-2.1	-11
CC(=O)O[C@H]1C(=O)[C@@]2(C)C([C@H](OC(=O)c3ccccc3)[C@]3(O)C[C@H](OC(=O)[C@H](O)[C@@H](NC(=O)c4ccccc4)c4ccccc4)C(C)=C1C3(C)C)[C@]1(OC(C)=O)CO[C@@H]1C[C@H]2O (some centres not stated)	-2	0.8	-1.1	1.1	-8	-2.4	5	-0.4	-4
COc1ccc(C(=O)COC(=O)c2ccc(NC(=O)c3ccccc3)cc2)cc1	3	0.5	0.6	-0.6	-2	-2.3	4	-0.5	-11
COCOCCn1cc(CN2CCS(=O)(=O)N(Cc3ccc(-c4cccc(CO)c4)cc3)C(C)C2=O)nn1 (configuration not stated)	0	-1.4	.	.	-1	-1.7	-3	-0.3	-5
O=C(OCC1CCC=CO1)C1CCC=CO1 (configuration not stated)	1	-0.5	.	-0.3	1	-2.6	-3	-0.4	-18
O=C(Nc1ccc(Br)cc1)C1C2C=CC3(O2)C1C(=O)N(CCN1CCCCC1)C3C(=O)NC1CCCCC1 (configuration not stated)	-6	-2.0	-0.8	2.2	-2	-2.7	16	3.0	-2
COc1ccc(CNC(=O)CCCOc2cc(=O)n(C)c3ccccc23)cc1	1	.	-0.9	0.4	0	-1.1	-4	-1.9	-15
O=C(O)CC1(CC(=O)Nc2ccc3c(c2)C(=O)OC3)CCCCC1	2	0.2	-1.5	.	1	1.7	-3	1.2	1
CCOc1ccc(C(C)=O)cc1Cn1ccsc1=N	4	1.4	-0.5	3.6	0	.	0	2.7	-35
CCC(=O)Nc1cccc(-c2nnc(SCC(=O)c3ccccc3)n2C)c1	-2	.	-0.8	1.1	4	-1.7	-1	-0.8	14
CCN(CC)c1ccc(C(=O)NNC(=O)C2CSC3(C)CCC(=O)N23)cc1 (configuration not stated)	2	1.7	-0.5	-1.3	13	-0.2	1	1.0	16
Cc1ccc(N(C)C(=O)N2CCN(S(=O)(=O)c3ccc4ccccc4c3)CC2)cc1	-3	-10	1.4	1.9	0	-1.7	-3	-0.6	-3
COc1ccc(C)c2sc(NC(=O)CCS(=O)(=O)c3ccccc3)nc12	1	-1.4	0.3	0.0	11	-1.6	-1	-3.2	-1
COc1cc(C(=O)Nc2ccc(N3CCCS3(=O)=O)cc2)c([N+](=O)[O-])cc1OC	-1	1.4	1.7	1.0	8	2.1	-12	-50	-85
CC(C)C[C@@H](CSc1ccccc1)N1CCN(CC(C)C)CCC1=O	-1	-0.4	1.5	-0.7	-5	-2.3	-7	0.4	2
CNC(=O)C1CCCN1S(=O)(=O)c1ccc(OC)cc1 (configuration not stated)	1	-0.4	-2.7	0.2	-2	-3.8	-3	0.2	-20
CC(C)(C)OC(=O)CNC(=O)c1nc[nH]c1C(=O)NCC(=O)OC(C)(C)C	0	-0.8	1.2	9.6	2	-2.7	-2	0.1	3
Cc1cc(NS(=O)(=O)c2ccc(NC(=O)/C=C/c3ccc(C)o3)cc2)nc(C)n1	-2	.	-1.3	-1.2	7	-4.1	-3	-0.1	-5
O=C(N/N=C/c1ccccn1)c1cccc([N+](=O)[O-])c1	4	.	-0.2	2.3	4	-0.4	-1	-0.2	1
CC(C)/C(=N/Nc1ccccc1[N+](=O)[O-])c1ccccc1	-1	1.2	5.8	0.0	5	-1.0	-1	-1.0	-4
COc1cccc(CNC(=O)COC(=O)C2CCN(c3ccc(C(F)(F)F)cn3)CC2)c1	4	1.1	-0.6	0.4	12	-3.2	-8	-0.1	-1
COc1ccc(-n2c(N)c(C#N)c3ccc([N+](=O)[O-])cc3c2=O)cc1	-2	.	-1.0	-0.9	17	-3.2	-2	2.4	0
Nc1ccc(-n2nncc2-c2ccccc2)cc1	1	-0.3	-1.7	-0.8	1	-2.6	-7	-0.3	-2
COC(=O)COc1cccc(NC(=O)c2cc(OC)cc(OC)c2)c1	0	0.1	-1.0	0.5	-4	-13	-7	-2.1	-6
CCCC(CCC(=O)Nc1cccc([N+](=O)[O-])c1)C(=O)O (configuration not stated)	-2	0.3	1.3	1.3	7	-3.9	-5	-0.1	3
CC(=O)/C(N=Nc1ccc(C(=O)O)cc1)=C(\C)O	-5	-0.5	-3.2	-1.7	15	-2.5	3	-0.6	-9
Cc1ccc(-c2nnc(N3CCOCC3)c3ccccc23)cc1S(N)(=O)=O	-2	1.2	1.1	-1.2	21	-0.7	-1	1.4	-5
N#CC1=CN(Cc2ccccc2)C=C(/C=N/Nc2ccccc2)C1	1	.	-0.9	0.9	3	-1.5	-5	2.2	-18
CCOC(=O)c1cc(-c2ccccc2)sc1NC(=O)C(C)C	37*	.	-1.0	0.0	1	-2.2	0	0.4	4
COc1ccc([N+](=O)[O-])cc1C(=O)NCCOc1ccc(Cl)cc1	-3	26	3.4	0.4	3	-1.5	3	0.1	-2
CCOC(=O)c1c(C)[nH]c(C)c1S(=O)(=O)NCCc1ccc(SC)cc1	1	-0.6	-2.8	-0.4	-6	-0.9	-4	-1.2	-4
O=C(N1CCCCC1)N1CCN(S(=O)(=O)c2cccc([N+](=O)[O-])c2)CC1	3	1.5	1.3	-1.0	-4	-3.0	-2	0.8	4
COC(=O)[C@H](C)N(Cc1ccc(Cl)c(Cl)c1)S(=O)(=O)CCN1CCCC1	-1	0.3	.	-0.5	4	-5.3	8	0.0	-3
O=C(CCc1ccc(Oc2cc([N+](=O)[O-])cc([N+](=O)[O-])c2)cc1)N1CCCCCC1	4	1.0	0.7	1.4	11	0.9	-1	-0.2	-4
CNC(=S)N1N=C(c2ccc(OC)cc2)CC1c1ccc(Cl)cc1Cl (configuration not stated)	-2	1.6	1.8	0.5	4	-3.9	0	-0.6	-4
COc1c(C=O)cc2c3c1CCCN3CCC2	3	0.7	-0.8	-0.2	11	0.2	-13	-0.2	-19
C=CCOc1ccc(CN(C)CC(=O)Nc2ccccc2[N+](=O)[O-])cc1	6	1.8	-0.1	-1.6	-1	-0.6	-1	-0.2	1
CCN(CC)S(=O)(=O)c1ccc(Cl)c(NC(=O)COC(=O)c2cc(-c3ccccc3Cl)nc3ccccc23)c1	-1	.	2.6	-2.7	5	-4.0	-1	0.7	0
Cc1cccc(S(=O)(=O)Nc2nc3ccccc3nc2NCc2ccc3c(c2)OCO3)c1	0	.	-0.4	0.8	9	-0.1	-3	0.0	-2
CCn1c(SCC(=O)N2CCc3ccccc3C2)nc2sc(C)c(C)c2c1=O	1	2.1	4.1	0.9	4	-2.2	0	0.0	0
O=c1nc(-c2ccccc2)n(-c2ccc(Cl)cc2)[nH]1	28*	-0.7	-1.4	1.1	-2	-3.1	-1	-0.5	2
COCCCn1c(SCCc2ccccc2)nc2cc(OC)c(OC)cc2c1=N	-1	-0.4	1.9	-0.4	-3	-2.9	-7	-0.8	-1
O=C(O)CN1C(=O)/C(=C/c2ccccc2Cl)Oc2ccccc21	130*	-0.3	2.8	2.1	17	.	-2	-5.5	-15
CCCCNC(=O)C1(C)CCN1C(=O)c1cc(OC)ccc1Br (configuration not stated)	-3	-0.8	.	.	-5	-3.6	1	-0.6	5
C=C1C(=O)OC2C1CCC(C)C1(O)C=CC(=O)C21C (configuration not stated)	4	0.5	.	-0.5	16	0.7	-2	0.1	7
CCC(=O)Nc1cccc(NC(=O)CSc2nnc(C(C)C)n2CC)c1	-7	0.1	0.2	-0.8	0	-3.5	-1	0.5	6
Cc1cc(NC(=O)COC(=O)COc2ccc3c4c(c(=O)oc3c2)CCC4)no1	21	.	2.2	0.7	6	0.4	-2	-0.9	-3
O=C(NNC(=O)c1ccc2c(c1)OCO2)NC12CC3CC(CC(C3)C1)C2	2	4.6	-0.6	-0.4	-6	-0.7	-1	0.0	-1
Cc1ccc(C(=O)COC(=O)CNC(=O)Cc2ccccc2)cc1[N+](=O)[O-]	-3	-1.2	0.5	-0.9	-3	-4.7	5	-0.6	?
CC(C(=O)NCc1ccc2c(c1)OCO2)N(c1ccccc1)S(C)(=O)=O (configuration not stated)	-3	1.4	-0.2	0.4	6	-2.2	0	-0.2	2
O=C1CCCC2=C1C1(CCCCC1)N=C(Nc1nc3ccccc3o1)N2	-6	.	2.6	-0.6	51*	0.5	4	0.9	3
CC(=O)c1c(C)c2c(n1CCN(C)C)CCCC2	-1	.	1.3	-1.5	2	-1.2	1	-0.1	0
Further records follow.
SMILES	FBA Mtb inh	Mtb BioA inh	UGM FP inh	PfHsp40 rescue	GDH-TPI inh	FadD28 FP inh	Anthrax LF inh2	BoNT A protease	BoNT F protease
COc1ccccc1-c1ocnc1C(=O)N1CCN(C(=O)C(c2ccccc2)c2ccccc2)CC1	3	1.5	0.4	-0.5	1	-2.6	-12	3.2	15
CC(C)Cn1nc(C(=O)N2CCc3ccccc32)c2ccccc2c1=O	1	2.1	.	-1.4	6	-0.3	-1	3.9	12
CC1=C/C(=C\C=C(C#N)C#N)N(C)c2ccccc21	-17	-1.0	1.5	0.2	7	2.8	.	.	.
CCC1SC2=NC(C)=C(C(=O)OC)C(c3cccs3)N2C1=O (configuration not stated)	-1	-2.1	0.6	1.3	19	0.8	0	0.3	-12
CCN1CCCc2cc(CN(CCN3CCOCC3)C(=S)Nc3cccc(OC)c3)ccc21	0	.	0.4	0.6	11	0.6	-11	0.9	-15
C#CCNc1c2c(nc3ncnn13)CC(C)CC2 (configuration not stated)	5	-2.3	0.3	0.0	3	-0.7	3	-0.1	2
COc1ccc(C(=O)C2C(c3ccc(-c4ccccc4[N+](=O)[O-])o3)NC(=O)NC2(O)C(F)(F)F)cc1 (configuration not stated)	5	.	3.6	-0.6	4	-3.7	0	-0.8	-4
NC(=O)c1ccccc1N/C=C1\CCCCC1=O	28*	.	0.8	0.3	3	-1.4	1	0.9	-2

Reformatted: five of the compounds above
| SMILES | FBA Mtb inh | Mtb BioA inh | UGM FP inh | PfHsp40 rescue | GDH-TPI inh | FadD28 FP inh | Anthrax LF inh2 | BoNT A protease | BoNT F protease |
| --- | --- | --- | --- | --- | --- | --- | --- | --- | --- |
| CCN1CCCc2cc(CN(CCN3CCOCC3)C(=S)Nc3cccc(OC)c3)ccc21 | 0 | . | 0.4 | 0.6 | 11 | 0.6 | -11 | 0.9 | -15 |
| CCC1SC2=NC(C)=C(C(=O)OC)C(c3cccs3)N2C1=O (configuration not stated) | -1 | -2.1 | 0.6 | 1.3 | 19 | 0.8 | 0 | 0.3 | -12 |
| C#CCNc1c2c(nc3ncnn13)CC(C)CC2 (configuration not stated) | 5 | -2.3 | 0.3 | 0.0 | 3 | -0.7 | 3 | -0.1 | 2 |
| COc1ccc(C(=O)C2C(c3ccc(-c4ccccc4[N+](=O)[O-])o3)NC(=O)NC2(O)C(F)(F)F)cc1 (configuration not stated) | 5 | . | 3.6 | -0.6 | 4 | -3.7 | 0 | -0.8 | -4 |
| CC(C)Cn1nc(C(=O)N2CCc3ccccc32)c2ccccc2c1=O | 1 | 2.1 | . | -1.4 | 6 | -0.3 | -1 | 3.9 | 12 |

Compound activity: PubChem, several laboratories
